# Screening data (PubChem BioAssay)
# MEX-5 binding – C. elegans MEX-5 TCR-2 RNA binding activity; activity score (negative = inhibition of binding), % at 10 µM; MEX-5/FITC-TCR2 RNA binding, fluorescence polarization; active compounds read low; 0.38% of 300,000 active;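 active = inhibition past about -25% in most replicates, and total fluorescence under double the plate's negative control median, limit read from the data; inconclusive = replicates evenly split on the limit, or fluorescence at least double controls; inactive = too little inhibition in most replicates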;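 note: 0% = DMSO and -100% = 5 µM competing unlabeled TCR2 RNA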
# Target sequence (Q9XUB2 whole entry, looked up): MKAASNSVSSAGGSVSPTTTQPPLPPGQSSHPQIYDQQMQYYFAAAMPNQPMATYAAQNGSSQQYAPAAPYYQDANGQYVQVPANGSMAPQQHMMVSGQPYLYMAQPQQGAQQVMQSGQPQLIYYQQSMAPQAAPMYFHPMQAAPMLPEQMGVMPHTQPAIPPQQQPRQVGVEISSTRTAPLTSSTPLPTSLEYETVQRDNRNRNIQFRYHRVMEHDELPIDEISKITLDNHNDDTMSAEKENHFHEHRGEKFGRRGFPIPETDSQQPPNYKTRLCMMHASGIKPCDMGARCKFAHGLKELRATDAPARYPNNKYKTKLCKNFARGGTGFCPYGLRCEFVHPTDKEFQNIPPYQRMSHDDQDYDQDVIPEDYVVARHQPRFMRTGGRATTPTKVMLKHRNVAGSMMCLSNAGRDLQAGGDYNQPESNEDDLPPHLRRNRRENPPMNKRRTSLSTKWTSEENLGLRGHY
# Active calls of the source: *; ? = inconclusive.
SMILES,MEX-5 binding
N#Cc1ccc(NC(=O)Nc2cccc(C#N)c2)cc1,3.0
CCCCCCNC(=O)CCc1nc2cccnc2n1Cc1ccc(OC)cc1,0.9
CC(=O)OC1CC2(C)/C(=N\O)CCC2C2CCc3cc(O)ccc3C12 (stereo not given),-0.9
CC(=O)Oc1cccc(C(=O)Nc2ccc3c(c2)C(=O)N(CC2CCCO2)C3=O)c1 (stereo not given),-0.1
CC(C)CN(C(=O)c1ccc(S(=O)(=O)N2CCCCC2)cc1)C1CCS(=O)(=O)C1 (stereo not given),1.4
COCC(=O)N1CCC(Oc2ccc(C(=O)N(C)C3CCCCC3)cc2)CC1,1.1
O=[N+]([O-])c1cc(CSC2=NCCN2)ccc1O,0.0
COc1cccc(CNc2ccc3c(c2)ncn3C)c1OC,-1.4
CCCCn1c2ccccc2c2nnc(SCCN3CCCCC3)nc21,1.9
COc1ccc2c(c1)Sc1ccccc1N2,-1.3
CCOc1ccc(/C=N/NC(=O)c2[nH]c3ccc(C)cc3c2C)cc1,-1.9
Cc1ccc(N/N=C/c2c(C)c(C#N)c(=O)n(C)c2O)cc1C,-4.2
CC1(CC(=O)O)C(=O)N=C2C=CC=CN21 (stereo not given),-3.1
c1ccc(Cc2ccc(OCCn3ccnc3)cc2)cc1,-4.0
COc1cc2c(cc1OC)C(/C=C/c1ccco1)=NCC2,0.4
CCOC(=O)c1sc(NC(=O)c2cncc(Br)c2)nc1C,-2.2
COc1ccc(CCN(C)C(=O)c2cc(-c3ccccc3)nc3ccccc23)cc1OC,2.2
O=c1ccc2[n+]([O-])c3ccc(O)cc3oc-2c1,-81*
NC(=O)[C@@H]1CCCN1C(=O)c1cc(COc2ccc3c(c2)CCCC3)on1,1.6
O=C(c1ccc(COc2ccc(Cl)cc2Cl)o1)N1CCCC1,-0.2

# Given tab-delimited: part of the list above
mol	MEX-5 binding
O=c1ccc2[n+]([O-])c3ccc(O)cc3oc-2c1	-81*
CCOc1ccc(/C=N/NC(=O)c2[nH]c3ccc(C)cc3c2C)cc1	-1.9
CCOC(=O)c1sc(NC(=O)c2cncc(Br)c2)nc1C	-2.2
CC1(CC(=O)O)C(=O)N=C2C=CC=CN21 (stereo not given)	-3.1

# Remaining list, next part:
SMILES,MEX-5 binding
COc1ccc(SCCN2CCN(C)CCC2=O)cc1,-1.3
CCCOc1cccc(C2/C(=C(/O)c3ccccc3)C(=O)C(=O)N2CCN(C)C)c1 (stereo not given),-0.1
C=CCOc1ccc(C(=O)Nc2ccc3c(c2)n(C)c(=O)n3C)cc1,0.7
O=[N+]([O-])c1ccc(/C=N/Nc2ncc(-c3ccccc3)cn2)cc1,-3.9
COc1ccc(C(c2nnnn2C(C)(C)C)N2CCN(c3nc4ccccc4s3)CC2)cc1OC (stereo not given),-1.0
Cc1coc2cc3oc(=O)c(CCC(=O)NCC(=O)O)c(C)c3cc12,1.4
CN(C)c1nc(N2CCN(c3ccc(F)cc3)CC2)c(C#N)c(=O)o1,-0.9
C/C(=N\NC(=O)c1ccncc1)c1cccnc1,-0.2
CCN(Cc1ccc(NC(C)=O)cc1)CC1CCCN(CCc2cccc(F)c2)C1 (stereo not given),0.3
COc1cc2ccccc2cc1C(=O)Nc1ccccc1C,0.3
CCOc1c(Br)cc(/C=C2\N=C(C)OC2=O)cc1Br,-0.8
COc1ccc(NC(=O)C(CC(=O)O)Cc2ccc(Br)cc2)cc1 (stereo not given),0.9
COCCNc1ncnc2c1nc1n2CCCC1,-1.1
COCCn1c(C)nnc1SCC(=O)NNC(=O)c1ccc(Br)cc1,2.2
COc1ccc(C2c3c(oc4ccc(Cl)cc4c3=O)C(=O)N2Cc2ccco2)cc1OC (stereo not given),-1.9
CCn1c(C)nc2cc(C(=O)N/N=C(\C)c3ccc(OC)cc3O)ccc21,0.5
O=C(NCCCN1CCCC1=O)C1CCN(S(=O)(=O)N2CCOCC2)CC1,1.6
O=C(CCN1C(=O)c2ccccc2S1(=O)=O)Nc1ccccc1F,1.0
COC(=O)C(C)Sc1nc2c(c(=O)n(C)c(=O)n2C)n1Cc1cccc(C)c1 (stereo not given),-1.3
CCOc1ccc(NC(=O)CN(C)C(=O)c2cn(-c3ccccc3)nc2-c2cccs2)cc1OCC,-1.6
CCOC(=O)N1CCC(NC(=O)c2ccc3c(c2)sc2nc(-c4cccc(OC)c4)cn23)CC1,3.8
CCOc1ccc2nc(N(Cc3ccccc3)C(=O)CCNC(C)=O)sc2c1,0.1
COc1ccc(OC)c(NC(=O)c2c(NC(=O)c3ccco3)sc3c2CCC3)c1,-1.4
CCCNC(=O)c1ccccc1NC(=O)c1ccccc1N(C)S(=O)(=O)c1ccc(C)cc1,-0.7
COc1cccc(N2CCN(CC(=O)NC(C)c3ccccc3)CC2)c1 (stereo not given),0.0
COC(=O)C1=CN(c2ccc(F)cc2)C=C(C(=O)OC)C1c1cccc(Br)c1,2.0
COc1ccccc1/C=C/C(=O)c1ccccc1,0.5
ClCc1nnc(-c2cc3c(s2)CCCC3)o1,1.6
CN(C)c1ccc(C(c2nnnn2CCOC(=O)Nc2ccc(Cl)cc2)N2CCOCC2)cc1 (stereo not given),?
CCN1/C(=C/c2sc(-c3ccccc3C)c[n+]2C)Sc2ccccc21,1.2
Cc1cc(=O)oc2cc(NC(=O)C(CCCN=C(N)N)NC(=O)OCc3ccccc3)ccc12 (stereo not given),-0.6
O=C(CCCc1c[nH]c2ccccc12)Nc1ncccc1O,0.1
COc1ccc(Cl)cc1NC(=O)CSc1nc(NS(=O)(=O)c2ccccc2)cc(=O)[nH]1,2.1
N=c1oc2ccccc2cc1C(=O)Nc1ccc(F)cc1,-0.8
CC1(C)CC(NC(=O)C2CCCCC2)CC(C)(C)N1,1.6
Cc1ccc(C(=O)N2CCN(c3ccc(NC(=O)c4cc(C)cc(C)c4)cc3)CC2)cc1,3.4
OCCCNc1ncnc2oc(-c3ccccc3)c(-c3ccccc3)c12,-1.3
COc1ccc(-c2noc(=O)n2Cc2ccc(C#N)cc2)cc1,3.1
COc1ccc2c(CC(=O)N[C@@H](Cc3ccccc3)C(=O)O)cc(=O)oc2c1C,-3.7
CC(=O)Nc1ccc(Nc2ncnc3c2nnn3Cc2ccccc2Cl)cc1,-0.8
O=C(Cc1c(Cl)cccc1Cl)Nc1ccncc1,2.3
Cc1cc(C=C2C(=O)c3ccccc3C2=O)c(C)n1-c1ccc(Cl)cc1,?
CCC(=O)N1CCc2cc(S(=O)(=O)NC(Cc3ccccc3)C(=O)NC3CCCCC3)ccc21 (stereo not given),0.9
CCC(=O)NCCc1nc2cc(NC(=O)c3cccc([N+](=O)[O-])c3)ccc2n1C,-0.3
O=[N+]([O-])c1cc(Cl)c(O)c2ncccc12,-3.0
CC1(C)Cc2ccccc2C(=NCCCCCC(=O)O)N1,2.8
Clc1ccccc1CN1CCN(CCCc2ccccc2)CC1,2.3
COc1cc2c(cc1OC)C(c1cccc(Cl)c1Cl)CC(=O)N2 (stereo not given),0.8
CN1CCCC(OC(=O)c2ccc3c(c2)OCCO3)C1 (stereo not given),0.8
CNc1nc(C)c([N+](=O)[O-])c(Nc2ccc(OC)cc2)n1,0.4

# Additional records.
SMILES,MEX-5 binding
CSc1nc(SCCO)c2sc3nc(-c4ccco4)c4c(c3c2n1)CC(C)(C)OC4,1.0
O=C(CSc1nc(N2CCCCC2)nc(N2CCCCC2)n1)N1CCc2ccccc21,3.8
CCn1cc(C(=O)NC2CCc3ccccc32)c(=O)c2ccc(C)nc21 (stereo not given),-1.1
CC(CCc1ccccc1)NC(=O)CNC(=S)N(Cc1cccs1)C1CCCC1 (stereo not given),3.3
COc1ccc(-c2nc3c(s2)CN(S(C)(=O)=O)CC3)cc1OC,0.5
C=CCNc1nc2c(c(=O)[nH]c(=O)n2C)n1CC(O)COc1ccc2ccccc2c1 (stereo not given),0.8
Cc1ccc(-n2nnnc2C(Cl)c2nnnn2-c2ccc(C)cc2)cc1,0.4
CCCCc1nnc(NC(=O)CCc2ccccc2)s1,0.1
COc1cccc(NS(=O)(=O)c2ccc3[nH]cc(C(=O)NC4CC4)c(=O)c3c2)c1,1.7
O=C(O)CN1C(=O)/C(=C\c2cccc(OCc3ccc(F)cc3)c2)SC1=S,-3.7
Cc1cc(C=NCCCO)c(C)n1-c1cc(Cl)ccc1Cl,-0.4
C/C(=N\NC(=O)c1ccccc1N)c1ccc(NC(=O)Cc2ccccc2)cc1,-0.7
Cc1ccc(-c2cc3nc(-c4ccccc4)cc(N4CCOCC4)n3n2)cc1,1.9
COC(=O)c1ccc2[nH]c(C)c(CN3CCCC3)c(=O)c2c1,2.7
CC(=O)Nc1ccc(-c2nnc(SCC(=O)n3c4c(c5ccccc53)CCCC4)n2C)cc1,-2.7
COC(=O)N/N=C\c1ccc(OC/C=C/c2ccccc2)cc1,3.8
Cc1ccc(S(=O)(=O)N(CC(=O)Nc2cccc([N+](=O)[O-])c2)C(=O)N2CCN(C)CC2)cc1,0.6
Cn1c(=O)c2c(nc(SCC(=O)OCc3ccccc3)n2C)n(C)c1=O,3.5
CN1CCN(c2ccc(Cl)cc2NC(=O)c2nn(-c3ccccc3)c(=O)c3ccccc23)CC1,-1.0
Cc1ccc(NC(=O)CN(CCc2ccccc2)S(C)(=O)=O)cc1,2.1
CCOC(=O)c1ccccc1NC(=O)CN(c1ccc(OCC)cc1)S(C)(=O)=O,2.0
COC(CNC(=O)c1ccc2c(=O)n(Cc3ccc4c(c3)OCO4)c(=S)[nH]c2c1)OC,-0.2
CCOc1cc(NC(=O)c2ccccn2)c(OCC)cc1NC(=O)CC(C)C,4.3
COc1ccc(/C=C/C(=O)c2c(O)c(OC)c3occc3c2OC)cc1,-3.3
O=C(Nc1cc(Br)ccc1O)c1cc(-c2ccccc2)on1,-6.2
O=C(N/N=C/c1ccnc2ccccc12)c1ccccc1O,-3.3
CCOc1ccc(-n2c(SCC(=O)OC)nc3sc4c(c3c2=O)CCN(C)C4)cc1,1.1
NC(=O)CC(c1ccccc1)c1ccc2c(c1)OCO2 (stereo not given),-2.1
CN(CC(=O)Nc1ccc(Cl)c(Cl)c1)C1CCCCC1,-1.7
COc1cccc(NC(=O)CSc2nnnn2C2CCCCC2)c1,-2.1
O=C(Nc1cccc([N+](=O)[O-])c1)N1CCCc2ccccc21,3.1
CCC(=O)Nc1ccc2c(c1)nc(CCN1CCN(c3ccccn3)CC1)n2C,-2.3
O=c1[nH]cnc2c1cnn2Cc1ccccc1Cl,2.0
COc1ccc(-c2csc(=NCCO)n2-c2ccccc2)cc1,-0.4
COc1ccccc1CC(NC(C)=O)C(=O)NC1CCN(C(=O)Nc2cccc(F)c2)CC1 (stereo not given),-3.0
CCCn1c(SCC(=O)c2ccc3c(c2)OCCO3)nc2c1c(=O)n(C)c(=O)n2C,-1.8
CC(=O)Nc1ccc(S(=O)(=O)N2CCN(C(=O)c3ncoc3-c3ccccc3)CC2)cc1,0.3
O=C(O)c1cc(N/N=C/c2ccc(-c3ccccc3)cc2)ccc1Cl,-7.9
CCOc1ccc(CCNC(=O)COC(=O)c2cc(S(=O)(=O)N3CCOCC3)ccc2F)cc1OCC,4.9
O=C(Oc1cccc(OC(=O)c2ccco2)c1)c1ccco1,2.1

# Some of the entries so far, field by field.
O=C(Nc1cccc([N+](=O)[O-])c1)N1CCCc2ccccc21
  MEX-5 binding: 3.1

CCC(=O)Nc1ccc2c(c1)nc(CCN1CCN(c3ccccn3)CC1)n2C
  MEX-5 binding: -2.3

O=c1[nH]cnc2c1cnn2Cc1ccccc1Cl
  MEX-5 binding: 2.0

COc1ccc(-c2csc(=NCCO)n2-c2ccccc2)cc1
  MEX-5 binding: -0.4

# Next part:
SMILES,MEX-5 binding
CC(C)c1ccc(NC2CCCN(C(=O)c3cscn3)C2)cc1 (stereo not given),3.5
CCN(CC(=O)N1CCCC1)S(=O)(=O)c1ccc(F)cc1,-1.8
FC(F)(F)c1cnc2c(-c3ccccc3)n[nH]c2c1,-1.4
O=S(=O)(c1ccc(Cl)c(Cl)c1)c1snnc1-c1ccccc1,2.8
CCN1CCN(C(=O)NS(=O)(=O)c2ccc(C)cc2)CC1,2.7
CCCN(CCC)CCNC(=O)c1cn(C)c(=O)c2c1c1ccccc1n2C,1.7
O=[N+]([O-])c1ccc2nc(Cl)nc(-c3ccccc3)c2c1,-0.7
O=C(CSc1nc(O)cc(=O)n1-c1ccccc1)N1CCCCC1,0.0
CCn1c(COc2ccccc2C)nnc1SCC(=O)Nc1ccc2c(c1)OCCO2,0.3
CCn1c(C)nc2cc(C(=O)N/N=C/c3ccc(O)c(O)c3O)ccc21,-2.8
Cc1cc(N2CCCC2)c(F)cc1/C=C\[N+](=O)[O-],8.6
CCOC(=O)c1nc(SC)n(C)c1C(=O)OCC,-0.5
O=C(O)c1cccc(NN=C2c3ccccc3-c3ccccc32)c1,0.5
Cc1ccccc1CC1(CO)CCCN(C(=O)Cc2c(F)ccc(F)c2F)C1 (stereo not given),0.4
Cc1ccc2nc(CCCc3nc4ccc(C)cc4[nH]3)[nH]c2c1,6.5
COc1ccc(C(=O)C2CCCN(C(=O)c3ccc(C(C)=O)s3)C2)c(C)c1 (stereo not given),1.4
CN(C)c1c(-c2ccccc2)cc(-c2ccccc2)[nH]c1=O,0.4
O=C(N/N=C/c1cccc2ccccc12)c1cccs1,1.4
CCOC(=O)c1cc2c(ccn2C)n1CC(=O)N1CCN(c2ccccc2OC)CC1,1.8
CCCn1cnc2c(c1=O)c1nc3ccccc3nc1n2Cc1ccccc1OC,-5.9
CCOc1ccc(OCc2ccc(C(=O)N(C)c3ccccc3)o2)cc1,1.0
N#CCc1ccc(NC(=O)/C=C/c2ccc([N+](=O)[O-])o2)cc1,-1.6
Cc1nc2nc3c(cn2n1)C(=O)CC(C)(C)C3,-0.5
CCC(C)(C)c1ccc(Oc2ccc(N)cc2)cc1,2.5
CCOc1ccc(-c2cc(NC(=O)c3c(F)cccc3F)c(C(=O)O)s2)cc1,5.5
COC(CNC(=O)CCc1c(C)nc2c(c(C)nn2-c2ccc(C)cc2)c1C)OC,0.9
CSc1nc2cc(S(=O)(=O)N3CCCCC3)ccc2s1,-0.1

# These rows are one share of the data; the hit share may differ from the screen's.
